MKP-3 inhibition – MKP-3 phosphatase inhibitors, primary screen, biochemical, rat enzyme, in vitro (AID 425) | recombinant MKP-3 phosphatase activity, fluorescence; higher % means a stronger effect | inhibition, % at 20 µM, or IC50 in µM where a hit was titrated | 110,000 compounds, 0.17% hits; in the data active = inhibition above about 50%;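 also: plate controls were vehicle for no effect and reference inhibitor for full effect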
Hsp70 inhibitors – Hsp70 inhibitors, probe displacement, primary screen, biochemical, fluorescence polarization (AID 583) | Heat shock 70 kDa protein 1A (Homo sapiens) | 140,000 compounds, 0.06% hits | displacement, % at 20 µM, or IC50 in µM where a hit was titrated | Hsp70 fluorescence polarization probe displacement, mP; higher % means a stronger effect; in the data active = displacement above about 50%;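 also: plate controls were vehicle for no effect and reference ligand for full effect; a part of the inactive calls stands beside numbers as strong as those of hits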
The depositor's hits bear a star; / = not tested or not shown; & = joins results of further samples. The list is partial; count on the stated rates, not on these rows.

SMILES | MKP-3 inhibition | Hsp70 inhibitors
CCC(=NCCN1CCCCC1)c1c(O)n(C)c(=O)n(C)c1=O | -3.3% | 2.9%
Cc1ccc(-n2c(/C=C3/C(=O)Nc4ccc(Br)cc43)nc3ccccc3c2=O)cc1 | 9.9% | -3.8%
CCCCCCn1c(O)c(C=NCCN2CCCCC2)c(=O)[nH]c1=O | 4.0% | 1.2%
C=CCOc1ccc(/C=C2\C(=O)NC(=O)N(CC=C)C2=O)cc1OC | 2.3% | -2.0%
CCOC(=O)c1ccc2c(c1)n(Cc1ccccc1)c(C)[n+]2CC | 0.2% | 1.5%
COCCOC(=O)c1c(N)n(Cc2ccco2)c2nc3ccccc3nc12 | 0.4% | 9.9%
Cn1cc(C(=O)c2ccccc2)c2ccccc21 | -4.4% | 2.9%
COc1cc(C)c(CN2CCN(c3ccccc3)CC2)cc1C | -5.6% | /
O=C(c1ccccc1)c1cc(Cl)ccc1NC(=O)c1cc2ccccc2oc1=O | 2.5% | 0.1%
O=c1[nH]c(=O)n(Cc2ccco2)c(O)c1C=NCc1ccco1 | -15.6% | -2.2%
CN1C(=O)NC(=O)/C(=C/c2ccc(-c3ccc([N+](=O)[O-])cc3)o2)C1=O | 2.8% | -0.7%
COc1cccc(N2C(=O)NC(=O)C3(Cc4cc(C)ccc4N(C)C3)C2=O)c1 (stereo unspecified) | -4.2% | -1.0%
Cc1nc2ncnn2c(C)c1CCC(=O)N1CCC2(CC1)OCCO2 | -2.8% | -0.2%
CN1C[C@H](CNC(=O)OCc2ccccc2)C[C@@H]2c3cccc4c3c(cn4C)C[C@H]21 | 5.2% | 33.2%
O=C1N(CN2CCOCC2)c2ccccc2C1(O)c1c[nH]c2ccccc12 (stereo unspecified) | 0.3% | -4.5%
Cn1nc(-c2ccc(OCC(=O)N3CCN(Cc4ccccc4)CC3)cc2)c2ccccc2c1=O | / | 7.9%&-2.4%
CC(=O)C1=C(C)OC(N)=C(C(=O)OC(C)C)C12C(=O)Nc1ccccc12 (stereo unspecified) | -9.5% | -3.3%
[N-]=[N+]=CC(=O)OC[C@H](N)C(=O)O | 6.0% | -2.2%
O=C(CSC1c2ccccc2-c2ccccc21)N/N=C/c1ccccc1 | / | 8.5%
CCC(C(=O)N1CCC2(CC1)OCCO2)c1ccccc1 (stereo unspecified) | 4.6% | -4.2%
COc1ccc(C(c2c(O)c3ccccc3oc2=O)c2c(O)c3ccccc3oc2=O)cc1CN1CCOCC1 | 0.9% | 4.5%
CN1CCN(C(=O)COc2ccc(C(C)(C)C)cc2Br)CC1 | -2.4% | /
CCC(=NCc1ccc2c(c1)OCO2)c1c(O)n(C2CCCCC2)c(=O)[nH]c1=O | -7.2% | 3.2%
Cc1ccc(N2C(=O)NC(=O)/C(=C\c3ccc(-c4ccc(Cl)c(C(=O)O)c4)o3)C2=O)cc1 | 5.7% | -1.5%
CC(C)(C)c1cc(C=C2C(=O)NC(=S)NC2=O)cc(C(C)(C)C)c1O | 0.4% | 1.9%
CCC(C)NC(=O)c1c(N)n(CCCOC)c2nc3ccccc3nc12 (stereo unspecified) | 21.4% | 2.3%
CN(C)CCN=Cc1c(O)n(-c2cccc(C(F)(F)F)c2)c(=O)[nH]c1=O | -15.2% | 3.1%
O=P(Nc1c(Cl)cccc1Cl)(c1ccccc1)c1nc2c(s1)CCCC2 (stereo unspecified) | / | -3.9%
CP(=O)(O)CCCN | -12.2% | -0.8%
Cc1ccc(C(=O)Nc2ccc(Cl)cc2C(=O)c2ccccc2)cc1[N+](=O)[O-] | -0.3% | -3.0%

Some of the entries so far, field by field:
Compound: Cc1ccc(C(=O)Nc2ccc(Cl)cc2C(=O)c2ccccc2)cc1[N+](=O)[O-]
  MKP-3 inhibition = -0.3% | Hsp70 inhibitors = -3.0%
Compound: O=P(Nc1c(Cl)cccc1Cl)(c1ccccc1)c1nc2c(s1)CCCC2 (stereo unspecified)
  MKP-3 inhibition = / | Hsp70 inhibitors = -3.9%

Next part:
SMILES | MKP-3 inhibition | Hsp70 inhibitors
CCCCn1c(O)c(C(C)=Nc2ccc(C(=O)O)cc2)c(=O)[nH]c1=O | -6.0% | 1.1%
COc1cccc(CN2CCN(C(=O)COc3ccccc3)CC2)c1OC | 3.4% | 3.0%
CCCCc1nc(N2CCNCC2)c(C#N)c2c1CSC(C)(C)C2 | -7.6% | 7.3%
CN1C(=O)NC(=O)/C(=C/c2ccc(I)o2)C1=O | -0.4% | 9.4%
COc1ccccc1CN1CCN(Cc2ccccc2F)CC1 | 2.7% | 3.4%
CN(C)C(=O)Oc1ccc(-c2nnco2)cc1 | -14.7% | 9.6%
CCCc1nc2ccccc2c(=O)n1-c1ccccc1OC | -12.7% | 6.4%
C=CCN(CC=C)Cc1c[nH]c2ccccc12 | 0.6% | -0.6%
O=C1NC(=O)C(=Cc2ccc(-c3cc([N+](=O)[O-])ccc3O)o2)C(=O)N1 | 4.4% | 10.1%
CCS(=O)(=O)N1CCCC(C(=O)N2CCC3(CC2)OCCO3)C1 (stereo unspecified) | -15.8% | -0.5%

Sorted by molecular weight (largest number first): 18 of the compounds above.
SMILES | MKP-3 inhibition | Hsp70 inhibitors
Cc1ccc(N2C(=O)NC(=O)/C(=C\c3ccc(-c4ccc(Cl)c(C(=O)O)c4)o3)C2=O)cc1 | 5.7% | -1.5%
O=P(Nc1c(Cl)cccc1Cl)(c1ccccc1)c1nc2c(s1)CCCC2 (stereo unspecified) | / | -3.9%
CN1C[C@H](CNC(=O)OCc2ccccc2)C[C@@H]2c3cccc4c3c(cn4C)C[C@H]21 | 5.2% | 33.2%
COc1cccc(N2C(=O)NC(=O)C3(Cc4cc(C)ccc4N(C)C3)C2=O)c1 (stereo unspecified) | -4.2% | -1.0%
COCCOC(=O)c1c(N)n(Cc2ccco2)c2nc3ccccc3nc12 | 0.4% | 9.9%
O=C(CSC1c2ccccc2-c2ccccc21)N/N=C/c1ccccc1 | / | 8.5%
CC(=O)C1=C(C)OC(N)=C(C(=O)OC(C)C)C12C(=O)Nc1ccccc12 (stereo unspecified) | -9.5% | -3.3%
CCC(C)NC(=O)c1c(N)n(CCCOC)c2nc3ccccc3nc12 (stereo unspecified) | 21.4% | 2.3%
CCCCc1nc(N2CCNCC2)c(C#N)c2c1CSC(C)(C)C2 | -7.6% | 7.3%
C=CCOc1ccc(/C=C2\C(=O)NC(=O)N(CC=C)C2=O)cc1OC | 2.3% | -2.0%
CN1C(=O)NC(=O)/C(=C/c2ccc(-c3ccc([N+](=O)[O-])cc3)o2)C1=O | 2.8% | -0.7%
CCOC(=O)c1ccc2c(c1)n(Cc1ccccc1)c(C)[n+]2CC | 0.2% | 1.5%
CCC(=NCCN1CCCCC1)c1c(O)n(C)c(=O)n(C)c1=O | -3.3% | 2.9%
COc1ccccc1CN1CCN(Cc2ccccc2F)CC1 | 2.7% | 3.4%
COc1cc(C)c(CN2CCN(c3ccccc3)CC2)cc1C | -5.6% | /
CN(C)C(=O)Oc1ccc(-c2nnco2)cc1 | -14.7% | 9.6%
[N-]=[N+]=CC(=O)OC[C@H](N)C(=O)O | 6.0% | -2.2%
CP(=O)(O)CCCN | -12.2% | -0.8%

Following part.
SMILES | MKP-3 inhibition | Hsp70 inhibitors
O=C1NC(=O)C(Cc2cccs2)C(=O)N1 | -4.5% | -1.9%
O=C(c1ccccc1F)c1cn(CC(=O)N2CCOCC2)c2ccccc12 | / | -3.6%
CCCn1c(C)c(C(=O)OCC)c2cc(O)ccc21 | 4.1% | 4.1%
CCNc1ccc(Br)cc1C(=O)c1ccccc1 | -0.1% | -5.0%
O=c1c(C=NCCN2CCNCC2)c(O)n(C2CCCCC2)c(=O)n1C1CCCCC1 | -8.9% | 2.4%
Cc1cccc(-n2c(O)c(C=NCc3cccnc3)c(=O)[nH]c2=O)c1C | -4.8% | -3.8%
CCC(=NCCc1c[nH]c2ccccc12)c1c(O)n(C)c(=O)n(C)c1=O | / | -3.0%
Cc1ccnc(-n2c(-c3ccco3)nc3ccccc3c2=O)c1 | -1.5% | 2.0%
O=C1c2ccccc2C(=O)N1Cc1nc2ccccc2c(=O)n1-c1ccc(Br)cn1 | -10.6%&6.3% | 11.1%
COc1ccc(Cn2c(N)c(C(=O)NCc3ccco3)c3nc4ccccc4nc32)cc1 | -7.8% | -1.0%
C=CCN1C(=O)CSc2ccc(C(=O)N3CCC4(CC3)OCCO4)cc21 | 4.7% | -1.4%
O=C(Cn1nc(Cc2cccnc2)c2ccccc2c1=O)N1CCC2(CC1)OCCO2 | 3.1% | 7.0%
CCCC1(c2ccccc2)C(=O)NC(=O)NC1=O | -4.2% | -5.0%
CCOc1ccc(CN(CCCl)CCCl)cc1C(=O)OC | / | 1.3%
CCCNC(=O)c1c(N)n(CC2CCCO2)c2nc3ccccc3nc12 (stereo unspecified) | -0.8% | 4.6%
COc1cc(CN2CCN(C(=O)COc3ccccc3)CC2)cc(OC)c1OC | -11.6% | 1.0%
CCCC1=C(C(=O)OCC)C2(C(=O)Nc3ccccc32)C(C#N)=C(N)O1 (stereo unspecified) | -11.7% | -4.3%
COc1ccc(CCNCc2ccccc2[N+](=O)[O-])cc1OC | 0.2% | 2.0%
CCOC(=O)C1=C(C)OC(N)=C(C(=O)OCC)[C@@]12C(=O)N(CC(N)=O)c1ccccc12 | -3.1% | 3.2%
CCOC(=O)c1c(C)n(CCN2CCN(C)CC2)c2ccc(OC)cc12 | -1.2% | 2.5%
CC(Cc1ccccc1)NC(=O)CN1CCCC1=O (stereo unspecified) | -0.6% | /
CC(C)CCn1c(N)c(C(=O)NCc2cccs2)c2nc3ccccc3nc21 | / | -1.8%
COc1ccccc1N1CCN(Cc2ccccc2F)CC1 | -0.9% | -0.6%
Cc1nc2ccccc2c(=O)n1-c1ccc(F)cc1 | 6.2% | -3.5%
O=Cc1cn(Cc2ccccc2Cl)c2ccccc12 | 2.2% | 2.1%
O=C(Nc1cccc2ccccc12)NC1CN2CCC1CC2 (stereo unspecified) | 0.9% | 1.0%
O=C(CNC(=O)c1ccccc1Cl)Nc1ccc(Br)cc1C(=O)c1ccccc1 | -1.8% | 3.6%
O=C1NC(=O)N(c2ccc(Cl)cc2)C(=O)/C1=C/c1ccccc1 | 0.4% | 1.4%
COc1ccc(OC)c(C2=NOC(C(=O)N3CCC4(CC3)OCCO4)C2)c1 (stereo unspecified) | 3.6% | 5.1%
O=P(Oc1ccccc1)(Oc1ccccc1)OC1CCS(=O)(=O)C1 (stereo unspecified) | -6.8% | 3.7%
CCOC(=O)N1CCC(NC(=O)CCc2nc(C3=CCN(C)CC3)no2)CC1 | 11.9% | 6.1%
CC12CN3CC(C)(CN(C1)C3c1cccs1)C2O (stereo unspecified) | 2.3% | -4.5%
COc1ccc(CCNCc2ccccc2F)cc1OC | / | -2.0%
Cc1nc2nc(SCC(=O)N3CCC4(CC3)OCCO4)nn2c(C)c1Cc1ccccc1 | / | -1.4%
COc1ccc(CCn2c(O)c(C=NCCN3CCCCC3)c(=O)[nH]c2=O)cc1OC | / | -40.9%
O=C(CNC1CCCCC1)N1CCC2(CC1)OCCO2 | / | -1.1%
CC/C(=C\c1cc(Br)c(O)c(OC)c1)[N+](=O)[O-] | -0.5% | 8.4%
CCc1ccc(CN2CCN(C(=O)COc3ccc(Cl)cc3)CC2)cc1 | -0.1% | -0.6%
O=C1C2CCCN2C(c2ccc(Cl)cc2)N1c1ccccn1 (stereo unspecified) | -0.6% | -0.6%
CC(C)N1CCN(Cc2cc(Br)ccc2O)CC1 | -1.8% | -0.6%
COc1ccc(CCC(C)NCCc2ccccc2)cc1 (stereo unspecified) | / | -0.9%
CCC(=NCc1ccc(F)cc1)c1c(O)n(C)c(=O)n(C)c1=O | -8.9% | 2.2%
O=c1c2ccccc2nc(/C=C/c2cccc([N+](=O)[O-])c2)n1-c1ccccc1O | 1.4% | 1.5%
O=c1oc2ccccc2c(O)c1C(c1cccc(F)c1)c1c(O)c2ccccc2oc1=O | -1.3% | -4.2%
Cn1cccc1CNCCc1ccc2c(c1)OCO2 | 0.3% | -4.4%
Cc1ccc(-c2nc3ccccc3c(=O)n2-c2nccs2)cc1 | -1.3% | -0.7%
O=[N+]([O-])c1ccc(N2CCCC2)c2ncccc12 | 4.9% | 1.3%
COc1ccc(-n2c(/C=C/c3c[nH]c4ccccc34)nc3ccccc3c2=O)cc1 | 0.6% | 5.0%
COC(=O)C1=C(N)Oc2c(c(=O)oc3ccccc23)[C@]12C(=O)N(C)c1ccccc12 | 6.7% | -0.3%
Nc1ccc(Br)cc1C(=O)c1ccc(F)cc1 | 4.2% | -3.4%

(continued)
SMILES | MKP-3 inhibition | Hsp70 inhibitors
CC(C)C(=O)c1cn(Cc2ccc(C#N)cc2)c2ccccc12 | / | 5.7%
CN1[C@@H]2CC[C@H]1CC(OC(=O)C1C=Nc3ccccc31)C2 (stereo partly specified) | -1.2% | -3.0%
C=CCN1C(=O)c2ccccc2Sc2ccc(C(=O)N3CCC4(CC3)OCCO4)cc21 | / | 3.2%
Cc1nnc2n1-c1ccc(Br)cc1C(c1ccccc1Cl)=NC2 | -1.8% | -1.0%
CCC(=O)N1CCN(CCN=Cc2c(O)n(C)c(=O)n(C)c2=O)CC1 | 4.5% | 3.1%
CCCCNC(=O)Nc1ccc(C(O)(C(=O)OC)C(F)(F)F)cc1 (stereo unspecified) | -5.0% | 0.9%
CC(C)CNC(=O)c1c(N)n(Cc2ccco2)c2nc3ccccc3nc12 | / | -0.4%
CN1CCCC(C(=O)c2ccccc2)C1 (stereo unspecified) | / | -4.2%
Cc1ccc(-n2c(SCCN3CCOCC3)nc3ccccc3c2=O)cc1 | 0.3% | -0.6%
Nc1ccc(C(=O)N/N=C2/CN3CCC2CC3)cc1 | / | -2.4%
O=C(N1CCN(c2ccccn2)CC1)C(O)(c1ccccc1)c1ccccc1 | 6.5% | -4.6%
CCOc1cccc(N2C(=O)CC(=O)NC2=O)c1 | -3.9% | -0.8%
